mIDH1 inhibitor: blocks human mutant IDH1 R132H enzyme; actives 0.093% (n = 390,000); Potency, µM (top dose mostly 76.6 µM), for the others: top-dose activity change, negative = inhibition, usual class: inhibitors; O75874; IDH1-R132H enzyme, NADPH consumption, diaphorase/resazurin fluorescence; also: potency is read from the fitted curve at half-maximal effect; % is scaled to controls: 0 for no effect and ±100 for the full control effect; nearly all actives have a fitted effect of over 65% in size
Target sequence (O75874 whole entry R132H, stated change not applied): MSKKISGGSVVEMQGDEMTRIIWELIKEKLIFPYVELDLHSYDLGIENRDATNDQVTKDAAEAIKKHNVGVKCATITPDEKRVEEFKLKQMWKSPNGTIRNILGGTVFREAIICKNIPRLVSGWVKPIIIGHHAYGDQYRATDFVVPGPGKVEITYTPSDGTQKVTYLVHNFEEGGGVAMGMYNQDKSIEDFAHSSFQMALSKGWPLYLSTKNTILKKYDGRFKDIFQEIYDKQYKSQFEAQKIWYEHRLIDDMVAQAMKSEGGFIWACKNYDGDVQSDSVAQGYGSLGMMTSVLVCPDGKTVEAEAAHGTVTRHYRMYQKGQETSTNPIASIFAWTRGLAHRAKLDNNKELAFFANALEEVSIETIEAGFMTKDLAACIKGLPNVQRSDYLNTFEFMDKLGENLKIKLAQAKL
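IDH1-R132H (0.5 ug/mL dispensed) in pH 7.5 Tris buffer was preincubated 30 min with compound, then given a substrate mix of 0.016 mM NADPH and 2 mM alpha-KG for 80 min at room temperature; remaining NADPH was read by diaphorase/resazurin fluorescence.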
Vif-APOBEC3F blk: inhibitors of Vif-A3F interaction. AID 602313. Potency, µM (highest dose often 46.1 µM), without a hit: at the highest dose activity, negative = active. HeLa A3F-eYFP + Vif (tagged APOBEC3F with the HIV-1 protein that degrades it), YFP fluorescence increase. actives 0.2% (n = 390,000); also: potency is read from the fitted curve at half-maximal effect; % of control where 0% means no effect; nearly all actives have a fitted effect of over 65% in size
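HeLa cells stably expressing A3F-eYFP plus Vif, plated and incubated overnight at 37 deg C, then exposed to compounds overnight at 37 deg C. Blocked degradation read as raised yellow fluorescence (Ex 488/Em 500-530).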
LDHA inh: blocks human lactate dehydrogenase A | P00338 | purified LDHA, NADH/diaphorase-resazurin fluorescence; stronger effect = lower value | activity change, % (values are at about 110 or 230 µM) | actives 0.15% (n = 480,000); in the data active = activity change below about -30%; inconclusive = mostly about -25% to -30%;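 also: plate controls were DMSO wells for no effect and wells without enzyme for full effect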
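Human LDH5 at 2 nM final in Tris HCl pH 7.4 with 0.06 mM NADH and 0.2 mM pyruvate, reacted 5 minutes at room temperature. Remaining NADH coupled via diaphorase/resazurin; resorufin fluorescence read at 0 and 20 minutes, normalized to enzyme-free and DMSO wells.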
RXFP1 agonist: agonists of human relaxin receptor RXFP1; HEK293T-RXFP1 cAMP TR-FRET, 30 min; response scale: percent of porcine relaxin response, buffer zero; Potency, µM (highest dose often 57.5 µM), for the others: at the highest dose activation, actives largely listed as activators; AID 2676; actives 0.3% (n = 370,000); Q9HBX9; also: potency is read from the fitted curve at half-maximal effect; % is scaled to controls: 0 for no effect and ±100 for the full control effect; nearly all actives have a fitted effect of over 60% in size; many of its hits are not listed in these tables
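HEK293 cells stably expressing RXFP1, treated 30 min at 37C with compounds plus PDE4 inhibitor Ro 20174; cAMP measured by HTRF TR-FRET. Normalized to buffer and 29 nM porcine relaxin; EC50 by Hill fit.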
Vif-A3G inh: blocks the Vif interaction with human APOBEC3G | HeLa A3G-eYFP + Vif (tagged APOBEC3G with the HIV-1 protein that degrades it), YFP fluorescence, overnight | Potency, µM (highest dose often 46.1 µM), inactives show top-dose activity, negative = active, most hits filed as inhibitors | actives 0.076% (n = 410,000) | AID 602310;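 also: potency is read from the fitted curve at half-maximal effect; % is scaled to controls: 0 for no effect and ±100 for the full control effect; nearly all actives have a fitted effect of over 60% in size; hits raise eYFP signal because A3G escapes Vif-driven loss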
Target sequence (Q9HC16 whole entry, looked up): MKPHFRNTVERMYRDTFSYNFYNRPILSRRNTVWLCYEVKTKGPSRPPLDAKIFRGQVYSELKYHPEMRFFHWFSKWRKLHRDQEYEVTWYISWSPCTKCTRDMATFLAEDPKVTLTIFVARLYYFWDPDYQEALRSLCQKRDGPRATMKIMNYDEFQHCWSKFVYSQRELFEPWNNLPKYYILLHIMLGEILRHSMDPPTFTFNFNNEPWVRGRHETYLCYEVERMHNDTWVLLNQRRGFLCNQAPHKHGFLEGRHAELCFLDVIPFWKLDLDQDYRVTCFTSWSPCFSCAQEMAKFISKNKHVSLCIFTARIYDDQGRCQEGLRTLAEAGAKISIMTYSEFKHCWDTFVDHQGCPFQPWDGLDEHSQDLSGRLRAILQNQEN
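HeLa cells stably expressing Vif and C-terminally eYFP-tagged A3G, seeded overnight at 37 deg C, then exposed to compound by pintool overnight at 37 deg C. Rise in yellow fluorescence (Ex 488/Em 500-530, Acumen) marks blocked Vif-driven A3G degradation.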
PI4K2A block: PI4K2A (human) kinase inhibition; Q9BTU6; purified PI4K2A, ADP-Glo luminescence, 1 h; stronger effect = lower value; activity change, negative = inhibition, % at 76.9 µM; actives 0.13% (n = 420,000); AID 1346378; in the data active = activity change below about -50%; inconclusive = mostly about -30% to -49%;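 also: -100% = wells without enzyme as full effect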
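ADP-Glo luminescence measured ADP generated by PI4K2A enzyme (4 ug/mL before mixing) with 1.2 mM PI substrate (pre-mix) and 300 microM ATP (pre-mix). Tris pH7.5 buffer with MgCl2, Triton X-100; 1 h reaction at ambient temperature.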
USP1 inh: blocks the human USP1/UAF1 deubiquitinase complex | O94782 | recombinant USP1/UAF1, Ub-Rhodamine cleavage fluorescence | actives 0.23% (n = 390,000) | Potency, µM (highest dose often 57.1 µM), inactives show at the top dose activity change, negative = inhibition, hits mostly inhibitors; also: potency is read from the fitted curve at half-maximal effect; % is scaled to controls: 0 for no effect and ±100 for the full control effect; nearly all actives have a fitted effect of over 60% in size; inactives centre near -12
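In this screen, compounds sit with the deubiquitinase complex (1nM) for 15 min at room temperature before Ub-Rho is added at 150nM final. Fluorescence rise is then followed for 6 reads every 60 seconds.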
Glioma ERSR ind: induces the endoplasmic reticulum stress response in human glioma cells; U87-MG GRP78 promoter luciferase reporter, 16 h; Potency, µM, for the others: top-dose activation, actives largely listed as activators; actives 0.02% (n = 420,000); also: potency is read from the fitted curve at half-maximal effect; series mostly up to about 76 µM; % of control where 0% means no effect; nearly all actives have a fitted effect of over 35% in size
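Stably transfected U87-MG glioma cells carrying a GRP78-based luciferase sensor; 16 h compound incubation. Luminescence end-point read 10 min after Bright-Glo addition at room temperature.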
TrxR1 substrate: substrates of rat thioredoxin reductase 1 | Potency, µM (doses to about 114 µM), for the others: at the highest dose activity change, negative = substrate turnover | AID 588456 | actives 0.01% (n = 390,000) | O89049 | purified TrxR1 substrate turnover, NADPH consumption readout; also: potency is read from the fitted curve at half-maximal effect; % is scaled to controls: 0 for no effect and ±100 for the full control effect; nearly all actives have a fitted effect of over 50% in size
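Rat TrxR1, dispensed at 90 nM, was prereduced with 400 uM NADPH (final) for 5 min at ~22 deg C, then incubated with compound 15 min before 400 uM selenite. A first-read NADPH fluorescence drop versus no-compound background flagged substrates.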
Starred values were filed as active, the others as inactive; & = joins results of further samples; [ ] = dose if it differs, or a comment. Unless noted, calls follow the shape of the dose curve; as a rule, active = well fitted curve in the direction sought with a large enough effect; inconclusive = small, poorly fitted or top-dose-only effect, or another doubt; inactive = no such curve, though single readings can be large; an effect the other way counts as inactive or inconclusive. Not all compounds are listed. The share of hits here may be higher or lower than overall.

How did CC(C)Cc1ccc(CN2CCCC(NC(=O)Cn3cnnn3)C2)cc1 (stereo not drawn) do in these assays?
mIDH1 inhibitor: -3%; Vif-APOBEC3F blk: -11%; LDHA inh: 1; RXFP1 agonist: 0.2%; Vif-A3G inh: 2%; PI4K2A block: -3; USP1 inh: 0%; Glioma ERSR ind: -11%; TrxR1 substrate: -4%

How did C[C@H](CCC(=O)O)[C@H]1CC[C@H]2[C@@H]3C(=O)C[C@@H]4CC(=O)CC[C@]4(C)[C@H]3CC(=O)[C@]12C do in these assays?
mIDH1 inhibitor: -7%; Vif-APOBEC3F blk: -3%; LDHA inh: -7; RXFP1 agonist: -2.1%; Vif-A3G inh: 2%; PI4K2A block: 5&-1; USP1 inh: -24%; Glioma ERSR ind: -2%; TrxR1 substrate: 0%

What do the screens show for `CC(C)(C)c1ccc(C(=O)N2CCC2(C)C(=O)Nc2ccc3[nH]ncc3c2)cc1` (stereo not drawn)?
LDHA inh: 2; Vif-A3G inh: 2%; PI4K2A block: 1; Glioma ERSR ind: -3%

What do the screens show for `COc1ccc(C(=O)NCCCc2ccccc2)cc1OC`?
mIDH1 inhibitor: 0%; Vif-APOBEC3F blk: 6%; LDHA inh: 0; RXFP1 agonist: -1.1%; Vif-A3G inh: -11%; PI4K2A block: -1; USP1 inh: -8%; Glioma ERSR ind: -3%; TrxR1 substrate: 1%

What do the screens show for `Cc1ccc(S(=O)(=O)CCC(=O)OCC(=O)Nc2ncc(Cl)cc2Cl)cc1`?
mIDH1 inhibitor: 4%; Vif-APOBEC3F blk: 1%; LDHA inh: -5; RXFP1 agonist: -0.5%; Vif-A3G inh: 0%; PI4K2A block: -4; USP1 inh: -22%; Glioma ERSR ind: -5%; TrxR1 substrate: 27%

How did O=C(CSc1nnc(-c2ccco2)c(-c2ccco2)n1)c1ccccc1 do in these assays?
mIDH1 inhibitor: -5%; Vif-APOBEC3F blk: inconclusive; LDHA inh: 21; RXFP1 agonist: 27%; Vif-A3G inh: 0%; PI4K2A block: -17; USP1 inh: -11%; Glioma ERSR ind: 1%; TrxR1 substrate: -11%

How did COC(C(=O)Nc1ccc(NC(=O)C(OC)c2ccccc2)cc1)c1ccccc1 (stereo not drawn) do in these assays?
mIDH1 inhibitor: 0%; Vif-APOBEC3F blk: -5%; LDHA inh: 1; RXFP1 agonist: 2.0%; Vif-A3G inh: -3%; PI4K2A block: 2; USP1 inh: -18%; Glioma ERSR ind: -3%; TrxR1 substrate: 7%

Results for CCSc1nnc(NC(=O)CSc2nc3c(c(=O)n2-c2ccccc2)SCC3)s1 ?
mIDH1 inhibitor: 8%; Vif-APOBEC3F blk: -9%; LDHA inh: -3; RXFP1 agonist: -2.9%; Vif-A3G inh: 1%; PI4K2A block: 2; USP1 inh: -16%; Glioma ERSR ind: -1%; TrxR1 substrate: 0%

Results for COc1cccc(-c2ccc3ncnc(NCc4cc(C)cs4)c3c2)c1 ?
Vif-APOBEC3F blk: -1%; LDHA inh: -9; RXFP1 agonist: 1.9%&-2.3%; Vif-A3G inh: -4%; PI4K2A block: 2; Glioma ERSR ind: -5%; TrxR1 substrate: 10%[57.1 µM]

How did CCCCCCSc1nsc(NC(C)=O)n1 do in these assays?
mIDH1 inhibitor: -3%; Vif-APOBEC3F blk: 2%; LDHA inh: -6; RXFP1 agonist: 0.2%; Vif-A3G inh: 6%; PI4K2A block: -9; USP1 inh: 6%; Glioma ERSR ind: 10%; TrxR1 substrate: 4%

Results for CC1CCC2(CC1)NC(=O)N(CC(=O)NC1(C#N)CCCCC1)C2=O (stereo not drawn) ?
mIDH1 inhibitor: 11%; Vif-APOBEC3F blk: 4%; LDHA inh: -8; RXFP1 agonist: 0.1%; Vif-A3G inh: 1%; PI4K2A block: -3; USP1 inh: -16%; Glioma ERSR ind: 0%; TrxR1 substrate: -1%[57.1 µM]

How did Cc1ccc(C)c(NC(=O)Cn2cc(C(=O)C3CC3)c3ccccc32)c1 do in these assays?
mIDH1 inhibitor: 8%; Vif-APOBEC3F blk: -5%; LDHA inh: -16; RXFP1 agonist: 0.7%; Vif-A3G inh: -5%; PI4K2A block: 6; USP1 inh: -18%; Glioma ERSR ind: -2%; TrxR1 substrate: 4%

How did CC1(C)Cc2c(C#N)c(SCCC#N)nc(N3CCOCC3)c2CS1 do in these assays?
mIDH1 inhibitor: -6%; Vif-APOBEC3F blk: -5%; LDHA inh: 15; RXFP1 agonist: 1.6%; Vif-A3G inh: -7%; PI4K2A block: 1; USP1 inh: -23%; Glioma ERSR ind: 2%; TrxR1 substrate: 1%

How did COC(=O)C1=C(N)Oc2cc(C)n(CCN3CCOCC3)c(=O)c2C1c1cccnc1 (stereo not drawn) do in these assays?
mIDH1 inhibitor: 0%; Vif-APOBEC3F blk: 7%; LDHA inh: -2; RXFP1 agonist: -0.3%; Vif-A3G inh: -1%; PI4K2A block: 2; USP1 inh: -16%; Glioma ERSR ind: -2%; TrxR1 substrate: 5%[57.1 µM]

Results for O=c1[nH]c2ccc(Cl)cc2c(-c2ccccc2)c1CN1CCOCC1 ?
mIDH1 inhibitor: -2%; Vif-APOBEC3F blk: 3%; LDHA inh: -3; RXFP1 agonist: 1.3%; Vif-A3G inh: 0%; PI4K2A block: -3; USP1 inh: inconclusive; Glioma ERSR ind: -6%; TrxR1 substrate: 10%[57.1 µM]

What do the screens show for `O=C(NCCN1CCN(Cc2ccccc2)CC1)c1ccc(CS(=O)(=O)c2ccc(Br)cc2)o1`?
mIDH1 inhibitor: 3%; Vif-APOBEC3F blk: -1%; LDHA inh: -1; RXFP1 agonist: -2.3%; Vif-A3G inh: -3%; PI4K2A block: 4; USP1 inh: -20%; Glioma ERSR ind: -5%; TrxR1 substrate: 2%

What do the screens show for `O=C(C[C@H]1C(=O)N(CCc2ccccc2)C[C@@H]1Cc1ccccc1)Nc1ccccc1`?
mIDH1 inhibitor: 3%; Vif-APOBEC3F blk: -5%; LDHA inh: 2; RXFP1 agonist: -1.4%; Vif-A3G inh: 0%&-9%; PI4K2A block: 3; USP1 inh: -20%; Glioma ERSR ind: -4%&-3%; TrxR1 substrate: -8%&-2%

How did O=S(=O)(Nc1ncccn1)c1ccc(NS(=O)(=O)c2cccc(Cl)c2Cl)cc1 do in these assays?
mIDH1 inhibitor: -13%; Vif-APOBEC3F blk: -26%; LDHA inh: -4; RXFP1 agonist: 3.8%; Vif-A3G inh: -3%; PI4K2A block: -2; USP1 inh: -27%; Glioma ERSR ind: -6%; TrxR1 substrate: 5%[57.1 µM]

Results for COc1ccc([N+](=O)[O-])cc1/C=N/NC(=O)c1nonc1N ?
mIDH1 inhibitor: 3%; Vif-APOBEC3F blk: 1%; LDHA inh: -7; RXFP1 agonist: 4.5%; Vif-A3G inh: -25%; PI4K2A block: 4; USP1 inh: -9%; Glioma ERSR ind: 0%; TrxR1 substrate: -3%

What do the screens show for `CCOC(=O)C1CCCN(S(=O)(=O)c2cn(C)c(=O)n(C)c2=O)C1` (stereo not drawn)?
mIDH1 inhibitor: 18%; Vif-APOBEC3F blk: 1%; LDHA inh: -3; RXFP1 agonist: 0.8%; Vif-A3G inh: 1%; PI4K2A block: 8; USP1 inh: -11%; Glioma ERSR ind: -4%; TrxR1 substrate: -3%[57.1 µM]

Results for CC(C)Cc1nc(SCC(=O)N2CCOCC2)c2c(=O)n(C)c(=O)n(C)c2n1 ?
mIDH1 inhibitor: 4%; Vif-APOBEC3F blk: 3%; LDHA inh: -14; RXFP1 agonist: inconclusive; Vif-A3G inh: -6%; PI4K2A block: -2; USP1 inh: -22%; Glioma ERSR ind: -1%; TrxR1 substrate: 5%

How did CC1(C)N=C(N)N=C(N)N1c1ccc(OCC(=O)Nc2ccccc2)c(Cl)c1 do in these assays?
mIDH1 inhibitor: 0%; Vif-APOBEC3F blk: -3%; LDHA inh: -13; Vif-A3G inh: 0%; PI4K2A block: -4; USP1 inh: 3%; Glioma ERSR ind: 5%

How did COc1ccc2nc(/C=N/NC(=O)CCCCCNC(=O)OC(C)(C)C)ccc2c1 do in these assays?
mIDH1 inhibitor: 3%; Vif-APOBEC3F blk: 4%; LDHA inh: 5; RXFP1 agonist: 0.0%; Vif-A3G inh: -6%; PI4K2A block: 2; USP1 inh: -5%; Glioma ERSR ind: -2%; TrxR1 substrate: 40%

What do the screens show for `CCn1c2ccccc2c2cc(/C=N/O)ccc21`?
mIDH1 inhibitor: 9%; Vif-APOBEC3F blk: 4%; LDHA inh: 0; RXFP1 agonist: 0.0%; Vif-A3G inh: -1%; PI4K2A block: -1; USP1 inh: -7%; Glioma ERSR ind: -5%; TrxR1 substrate: 7%

How did CN1CCN(S(=O)(=O)c2ccc(NC(=O)c3ccco3)cc2)CC1 do in these assays?
mIDH1 inhibitor: -1%; Vif-APOBEC3F blk: -2%; LDHA inh: -7; RXFP1 agonist: 1.7%; Vif-A3G inh: 1%; PI4K2A block: 2; USP1 inh: -16%; Glioma ERSR ind: 3%; TrxR1 substrate: -2%
